Compound activity deposited in PubChem by several laboratories.
bovine MsrA act = bovine MsrA enzyme activators, primary screen, biochemical, absorbance, HTS; Methionine sulfoxide reductase A (Bos taurus); purified bovine MsrA, absorbance read-out; activation, % at 10.6 µM; hit rate 0.3% among 360,000; AID 602163, 2012; in the data active = activation above about 7.5%;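 note: 0% = vehicle and 100% = reference activator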
Neddylation inh = inhibitors of cullin neddylation, primary screen, biochemical, TR-FRET, uHTS, NAE and Ubc12. hit rate 0.58% among 360,000. calls only at 25 µM. NEDD8-conjugating enzyme Ubc12 (Homo sapiens) + NEDD8-activating enzyme E1 regulatory …; in the data active = inhibition above about 36%
MsrA inh = bovine MsrA enzyme inhibitors, primary screen, biochemical, absorbance, HTS; inhibition, % at 15.5 µM; purified bovine MsrA, absorbance read-out; Methionine sulfoxide reductase A (Bos taurus); AID 651718, 2012; hit rate 0.75% among 360,000; in the data active = inhibition above about 4.5%;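 note: 0% = vehicle wells with enzyme and 100% = reference inhibitor wells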
NRP1-CendR mod = modulators of CendR peptide binding to NRP-1, primary screen, biochemical, fluorescence polarization, uHTS; FAM-RPARPAR peptide binding to NRP-1; inhibition, % at 25 µM; hit rate 0.85% among 360,000;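 active = inhibition or corrected inhibition above about 18%, plus a signal ratio from 0.5 to 1.5, limit read from the data, passing the limit was not always enough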; note: strong numbers were not always called active
MT1-MMP act inh = blockers of MT1-MMP proenzyme processing, primary screen, HT1080 RFP-PRO-GFP cells, GFP/RFP fluorescence; GFP/RFP ratio change, % at 20 µM; AID 651647, 2012; hit rate 0.061% among 360,000; GFP/RFP ratio fluorescence, overnight; percent of plate control window, DMSO zero; Matrix metalloproteinase-14 (Homo sapiens), P50281;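 active = GFP/RFP ratio change of at least 30% with cell ATP level not reduced by more than half and red fluorescence within 50% of control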; note: strong numbers were not always called active
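Material: RFP-PRO-GFP reporter HT1080 cells. Dosing: single-point 20 µM compound, 1% DMSO. Controls: DMSO and RFP-L50D-GFP cell wells. Timing: cells overnight before dosing, compound overnight, 37 °C, 5% CO2. Measure: GFP/RFP fluorescence ratio.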
SKN-1 inh = suppressors of acrylamide-induced Pgst-4::GFP reporter in worms, primary screen, SKN-1 inhibitor project, whole organism, uHTS, GFP/RFP fluorescence ratio, strain VP596; C. elegans VP596 Pgst-4::GFP/RFP ratio, 24 h; inhibition, % at 21.8 µM; hit rate 0.49% among 360,000; AID 624304, 2012;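 active = interference check ratio from 0.5 to 1.5 plus GFP to RFP signal ratio inhibition reaching or exceeding a fixed threshold, cut at about 30% in these data, passing the limit was not always enough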; note: some compounds called inactive have numbers as strong as hits
E coli Lon inh = inhibitors of E. coli Lon protease, primary screen, biochemical, fluorescence polarization | P0A9M0 | purified E. coli Lon protease | inhibition, % at 7.94 µM | hit rate 0.42% among 360,000 | AID 602123, 2011; in the data active = inhibition above about 13%, passing the limit was not always enough;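 note: 0% = enzyme with probe and DMSO and 100% = no enzyme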
Target sequence (P0A9M0 whole entry, looked up): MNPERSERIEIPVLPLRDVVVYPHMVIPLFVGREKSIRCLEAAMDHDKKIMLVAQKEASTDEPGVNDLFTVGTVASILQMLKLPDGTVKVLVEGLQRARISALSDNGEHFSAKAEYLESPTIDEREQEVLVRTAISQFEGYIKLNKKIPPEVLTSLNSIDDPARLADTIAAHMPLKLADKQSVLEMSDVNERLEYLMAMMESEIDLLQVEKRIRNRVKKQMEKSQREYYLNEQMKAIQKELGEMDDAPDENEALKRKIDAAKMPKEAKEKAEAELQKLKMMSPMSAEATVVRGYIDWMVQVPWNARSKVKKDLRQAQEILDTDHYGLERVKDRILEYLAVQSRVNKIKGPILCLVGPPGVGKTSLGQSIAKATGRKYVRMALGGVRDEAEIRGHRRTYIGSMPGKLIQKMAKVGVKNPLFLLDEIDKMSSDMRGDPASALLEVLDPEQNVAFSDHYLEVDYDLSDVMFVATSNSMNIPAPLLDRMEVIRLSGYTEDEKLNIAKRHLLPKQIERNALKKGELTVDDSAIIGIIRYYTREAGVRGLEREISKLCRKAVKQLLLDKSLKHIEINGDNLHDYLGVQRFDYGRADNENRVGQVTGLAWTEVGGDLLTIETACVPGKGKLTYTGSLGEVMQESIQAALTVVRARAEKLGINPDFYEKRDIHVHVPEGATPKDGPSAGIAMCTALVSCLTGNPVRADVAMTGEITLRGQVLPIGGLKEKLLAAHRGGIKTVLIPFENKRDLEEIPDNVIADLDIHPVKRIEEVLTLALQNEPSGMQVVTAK
FAS TE block = FAS thioesterase domain inhibitors, primary screen, biochemical, fluorescence intensity, uHTS; recombinant FAS-TE, OMFH fluorogenic substrate, fluorescence endpoint; inhibition, % at 15 µM; hit rate 0.67% among 360,000;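 active = compounds whose normalised, plate-corrected inhibition of enzyme fluorescence in the single-dose primary screen is 50% or more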;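 note: 0% = DMSO with enzyme and 100% = substrate without enzyme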
Rin1 Abl inh = inhibitors of Rin1-Abl protein binding, primary screen, biochemical, TR-FRET. hit rate 0.4% among 360,000. Tyrosine-protein kinase ABL1 (Homo sapiens) + Ras and Rab interactor 1 (Homo sapiens), …. inhibition, % at 7.35 µM; in the data active = inhibition above about 5%, passing the limit was not always enough
* hit, by the source's call; i = inactive; x = no result given.

SMILES	bovine MsrA act	Neddylation inh	MsrA inh	NRP1-CendR mod	MT1-MMP act inh	SKN-1 inh	E coli Lon inh	FAS TE block	Rin1 Abl inh
CN(CC(=O)Nc1cccc(F)c1)C(=O)c1cn(-c2ccccc2)nc1-c1ccc(Cl)cc1	-2	i	1.9	-7	2	14	-1	37	-3
O=C(COc1ccc(Br)cc1Br)NC1CCS(=O)(=O)C1 (stereo not drawn)	-1	i	0.3	3	-1	3	-16	-3	-1
C[C@H](C(=O)CC(=O)OC(C)(C)C)[C@H](O)c1ccc(C(F)(F)F)cc1	2	i	x	6	0	10	-11	10	3
CC(=O)N1CCCc2cc(S(=O)(=O)N3CCCC(C(=O)Nc4cccc(F)c4)C3)ccc21 (stereo not drawn)	0	i	-0.7	-3	-6	19	-6	-1	-3
COc1ccc2c(c1)C1NC(=S)NC(C)(O2)C1C(=O)Nc1ccccc1C (stereo not drawn)	-1	i	-0.9	7	-1	7	-6	-3	0
CCn1c(SCC(=O)N2c3ccccc3CCc3ccccc32)nnc1-c1ccc(OC)cc1	1	i	x	-7	2	12	4	0	1
Cc1ccc2c(c1)CCCN2CC(=O)N(C)c1c(N)n(Cc2ccccc2)c(=O)[nH]c1=O	-3	i	0.6	140	-111	14	146*	-32	-5
CC(NC(=O)c1ccco1)C(=O)OC(C)C(=O)NCc1ccccc1 (stereo not drawn)	-7	i	0.7	-7	0	10	-4	-4	-1
C=CCSc1nc(NC)c2sccc2n1	-7	i	-1.0	-3	0	-27	-10	-6	-2
CC(C)CNC(=O)C1Nc2ccc(C(F)(F)F)cc2C2C=CCC12 (stereo not drawn)	-1	i	-0.5	3	7	-5	-5	-9	2
O=C(NCc1nnnn1-c1ccc(Cl)cc1)c1ccc(Br)o1	-2	i	1.3	3	0	11	-4	-4	-2
COc1ccc(CCN2Cc3c(cccc3[N+](=O)[O-])C2=O)cc1OC	-4	i	-1.1	-2	4	-5	4	13	1
CN(C)/C=C1\C=C2C(=O)c3ccccc3N2C1=O	-4	i	-0.4	130	-107	-55	93*	-152	-142
Cc1cc(=O)[nH]c(CN2CCOCC2)n1	-9	i	-0.5	7	-4	4	-3	-4	9
Cc1ccc(-c2cc(C(=O)N/N=C/C=C/c3ccco3)c3ccccc3n2)cc1C	-11	i	2.4	-20	-1	-9	-9	6	-2
CCNC(=O)N(CCOC)CC1CCCN(C2Cc3ccccc3C2)C1 (stereo not drawn)	-3	i	-0.9	-6	-1	-8	1	-3	-2
COc1ccc(CC(=O)N(C)CC(=O)Nc2ccccc2C(F)(F)F)cc1S(=O)(=O)N1CCOCC1	-1	i	x	6	3	-1	3	-3	-2
CCOC(=O)c1cnc(-c2ccccc2)nc1Oc1ccccc1	-6	i	2.0	-17	-5	12	-9	16	-1
C=CCn1c(SCCC#N)nnc1-c1ccncc1	-3	i	-1.0	10	8	-6	-1	-3	4
O=C(O)c1ccc(S(=O)(=O)c2ccc3c(c2)C(=O)N(c2ccccc2[N+](=O)[O-])C3=O)cc1	1	i	2.4	-17	0	2	-6	-5	-1
CN(C)S(=O)(=O)c1cccc(NC(=O)COC(=O)c2cccc(S(=O)(=O)N3CCc4ccccc4C3)c2)c1	-6	i	0.2	-3	-6	0	-2	29	0
Cc1ccc(C)c(NC(=O)C(OC(=O)c2ccc(C)s2)c2ccccc2)c1 (stereo not drawn)	-9	i	-1.1	24	-7	0	1	13	-2
Cc1ncc([N+](=O)[O-])n1CC(=O)NCc1ccccc1	-2	i	1.6	6	4	-8	5	-6	-3
Cc1ccc2c(CSc3nnc(C4CC4)n3N)cc(=O)oc2c1C	-3	i	0.7	-8	-2	-3	-1	-1	3

Limited to bovine MsrA act (7 entries from above):
Compound,bovine MsrA act
COc1ccc(CCN2Cc3c(cccc3[N+](=O)[O-])C2=O)cc1OC,-4
CN(C)/C=C1\C=C2C(=O)c3ccccc3N2C1=O,-4
Cc1cc(=O)[nH]c(CN2CCOCC2)n1,-9
Cc1ccc(-c2cc(C(=O)N/N=C/C=C/c3ccco3)c3ccccc3n2)cc1C,-11
CCNC(=O)N(CCOC)CC1CCCN(C2Cc3ccccc3C2)C1 (stereo not drawn),-3
COc1ccc(CC(=O)N(C)CC(=O)Nc2ccccc2C(F)(F)F)cc1S(=O)(=O)N1CCOCC1,-1
CCOC(=O)c1cnc(-c2ccccc2)nc1Oc1ccccc1,-6

(listing goes on)
SMILES	bovine MsrA act	Neddylation inh	MsrA inh	NRP1-CendR mod	MT1-MMP act inh	SKN-1 inh	E coli Lon inh	FAS TE block	Rin1 Abl inh
CC(=O)c1ccc(NS(=O)(=O)c2cc3c(cc2C)N(C(C)=O)CCO3)cc1	-3	i	0.5	5	2	-4	1	-4	1
Cc1noc(C)c1CSCC(=O)Nc1ccc(Br)cc1Cl	-1	i	0.2	12	-4	-4	-17	7	4
Cc1cn([C@H]2C[C@H](O)[C@@H](CNCc3ccc4ncccc4c3)O2)c(=O)[nH]c1=O	5	i	-2.0	-1	1	6	-1	-10	-3
O=C1c2ccccc2C(=O)N1c1cc([N+](=O)[O-])ccn1	-3	i	-0.1	8	0	11	1	2	-2
Cn1c(SCC(=O)Nc2ccccc2)nc2c([nH]c3ccccc32)c1=O	4	i	-0.2	-2	-2	-7	-8	-2	0
Cc1ccc(NC(=O)CSc2nnc(CNC(=O)c3ccco3)n2C)cc1C	-3	i	1.9	4	6	2	-1	-1	1
C=CCNC(=O)c1ccccc1NC(=O)COc1ccc(OC)cc1	-1	i	0.9	-4	-1	9	-6	8	2
CC(C)(C)c1cc(C(=O)Nc2cccnc2)cc(C(=O)Nc2cccnc2)c1	-5	i	0.3	11	-4	-3	0	-1	2
O=C(Nc1ncnc2c1ncn2C1OC(COC(=O)c2ccccc2)C(F)C1O)c1ccccc1 (stereo not drawn)	0	i	-0.4	-1	5	9	4	-6	5
Cc1c(NS(=O)(=O)c2ccc3[nH]c(=O)[nH]c3c2)c(=O)n(-c2ccccc2)n1C	-1	i	-0.8	-4	1	-3	-2	-7	-1
O=C(COc1ccc2c(-c3ccccc3)cc(=O)oc2c1)NCc1ccccn1	-10	i	0.7	-7	7	-7	-9	-4	-2
CCCCNC(=O)N1CCN(C(=O)c2ccco2)CC1	-6	i	0.6	4	-2	8	-13	-10	0
O=C(NCC1CCCO1)/C(=C/c1ccccc1F)NC(=O)c1ccccc1 (stereo not drawn)	-7	i	-0.9	-2	-4	18	3	-6	1
N#CCCn1cc(C(=O)CN2C(=O)NC3(CCCCCC3)C2=O)c2ccccc21	-14	i	0.4	-2	7	20	-6	-7	6
Cc1cccc2sc(N(CCCN3CCOCC3)C(=O)CS(=O)(=O)c3ccc(F)cc3)nc12	1	i	-1.0	-3	1	6	-8	19	0
CC(=O)c1ccc(NC(=O)CN2CCCC2)cc1	-2	i	-0.9	9	-2	-16	2	-2	0
CCOC(=O)c1[nH]c2ccc(OC)cc2c1NC(=S)N1CCN(c2cccc(Cl)c2)CC1	-4	i	1.9	-2	4	2	-5	4	-24
CC(Sc1ccc2ccccc2c1)C(=O)NC(N)=O (stereo not drawn)	-8	i	-0.6	6	3	-7	2	-1	-1
Cn1ncc([N+](=O)[O-])c1C(=O)N/N=C/c1ccc(F)cc1	-2	i	0.9	5	-1	13	-18	-4	0
COc1cc(/C=N/N2CCN(Cc3ccccc3)CC2)cc(OC)c1OC(C)=O	-5	i	-0.2	2	-1	6	3	-4	-2
CC(C)C(=O)c1cn(CC(=O)NCc2ccco2)c2ccccc12	-3	i	0.3	14	-1	-5	1	1	-5
Cc1cccc(NC(=O)/C=C/c2ccc(Cl)cc2)n1	-4	i	0.3	2	-8	9	-6	-1	-6
CC(C)(C)c1ccc(-c2nnc(SCC(=O)NC3CC3)o2)cc1	-12	i	0.2	0	27	-7	7	-9	1
COC(=O)c1cccc(NC(=O)C23CC4CC(C2)CC(n2cncn2)(C4)C3)c1	-1	i	-0.8	6	1	-26	-2	-4	1
Cc1nn(C2CC(O)C(O)C(CO)O2)c(=O)[nH]c1=O (stereo not drawn)	-5	i	0.6	0	2	-3	-6	-7	2
COc1ccc(C(=O)N2CCCc3ccccc32)cc1Br	-3	i	1.0	0	0	4	0	7	2
CCCN(C(=O)CSc1nc(C2CC2)n(-c2ccccc2)n1)C1CCS(=O)(=O)C1 (stereo not drawn)	-9	i	0.7	-6	5	1	-4	-7	6
Cc1ccc(N(CC(=O)NC2CC3CCC2C3)S(C)(=O)=O)cc1C (stereo not drawn)	-11	i	0.5	14	-5	-19	5	0	2
O=C(OCc1ccccc1)N1CCCCC1c1c(Cl)cccc1Br (stereo not drawn)	-3	i	-0.5	18	4	14	-3	18	3
Cc1cc(C(=O)OC(C(=O)Nc2cccc(C(F)(F)F)c2)c2ccccc2)c(C)o1 (stereo not drawn)	-3	i	-1.4	1	-4	13	7	30	-1
CC(C)C(=O)Nc1cccc(NC(=O)CCN2C(=O)c3ccccc3S2(=O)=O)c1	-12	i	-1.1	-1	x	-9	2	-6	4
COc1ccccc1N1CCN(S(=O)(=O)CCNC(=O)c2ccccc2Br)CC1	-3	i	-1.1	-2	1	17	10	-4	2
CC1S/C(=N/N=C2CCC(C(C)(C)C)CC2)NC1=O (stereo not drawn)	-1	i	0.5	-6	5	19	7	-1	4
CCOc1cccc(C(=O)Nc2ccc(N3CCCC3)cc2)c1	-5	i	0.7	-3	2	9	0	9	0
CN1CCN(c2ccc(Cl)cc2NC(=O)c2ccc(S(=O)(=O)N3CCCCCC3)cc2)CC1	0	i	2.2	-12	-6	-7	3	10	-3
COc1ccc(CN2CCN(C(=O)c3ccccc3C(=O)c3ccccc3)CC2)cc1F	-2	i	0.0	1	2	9	-10	5	2

The closing two entries of the part above are carried over, then new ones follow.
SMILES	bovine MsrA act	Neddylation inh	MsrA inh	NRP1-CendR mod	MT1-MMP act inh	SKN-1 inh	E coli Lon inh	FAS TE block	Rin1 Abl inh
CN1CCN(c2ccc(Cl)cc2NC(=O)c2ccc(S(=O)(=O)N3CCCCCC3)cc2)CC1	0	i	2.2	-12	-6	-7	3	10	-3
COc1ccc(CN2CCN(C(=O)c3ccccc3C(=O)c3ccccc3)CC2)cc1F	-2	i	0.0	1	2	9	-10	5	2
CCCCc1ccc(C(=O)NC(C(=O)O)C(C)C)cc1 (stereo not drawn)	-3	i	-1.2	-14	0	-2	-1	-9	-5
CC(Sc1ncnc2sccc12)C(=O)Nc1ccc(C(N)=O)cc1 (stereo not drawn)	0	i	2.2	-2	-3	-5	2	-9	2
CCOCCCn1c(SCC(=O)Nc2ccc(NC(C)=O)cc2)nc2ccccc2c1=O	-1	i	-0.1	9	5	3	-8	-2	-1
Cc1ccc(C)c(C(C)NC(=S)NC2CCCCC2)c1 (stereo not drawn)	-3	i	0.2	16	-2	7	2	4	0
O=C(CCCCCNC(=O)N1CCn2c1nc1ccccc12)N[C@@H](C(=O)O)c1ccccc1	-1	i	0.4	8	3	3	-2	-2	0
CCOC(=O)c1ccccc1NS(=O)(=O)c1ccccc1F	-11	i	-1.1	18	-2	-1	-3	14	-2
COc1ccc(NC(=O)Cn2cc(C#N)c3ccccc32)cc1	-2	i	-0.1	-1	2	0	0	2	-1
COCCn1ccc(O)c(Cc2ccccc2)c1=O	1	i	-0.8	4	2	-7	8	-4	-3
CCC1SC(CC)C(=O)N(CC(=O)NCCc2ccccc2)C1=O (stereo not drawn)	-3	i	0.1	1	4	-4	-12	-2	1
